SK-BR-3 tox 24h: SK-BR-3 proliferation inhibitors. SK-BR-3 viability, CellTiter-Glo ATP luminescence, 24 h; active compounds read low. viability, % at 10 µM. 0.47% of 41,000 active. AID 847;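 active = viability at or below the median of all test compounds minus 3 SD, in both replicates if run twice, cut at about 45% in these data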;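 also: 100% = median untreated cell wells and 0% = median positive control drug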
Active calls of the source: *.

The first six compounds (preview)
Structure	SK-BR-3 tox 24h
CCCSC1=C(C#N)C(c2ccc(OC)cc2)C2=C(CC(C)(C)CC2=O)N1 (stereo not drawn)	81
CCOc1ccc(-n2cc(C(=O)Nc3cccc(C)n3)c3cc(OC)c(OC)cc3c2=O)cc1	92
COc1ccc(S(=O)(=O)Nc2cc(C(C)C)c(O)cc2C)cc1	92
O=C(c1ccco1)N1CCN(S(=O)(=O)c2ccc(S(=O)(=O)NC3CCCC3)cc2)CC1	75
CC1CCCN(CC(=O)Nc2ccc(S(=O)(=O)NC3CCCCC3)cc2)C1 (stereo not drawn)	76
COc1cc(C2NC(=O)NC(C)=C2C(=O)Nc2cccc(C)c2C)cc(OC)c1OC (stereo not drawn)	75

Main list, from the first entry:
Structure	SK-BR-3 tox 24h
CCCSC1=C(C#N)C(c2ccc(OC)cc2)C2=C(CC(C)(C)CC2=O)N1 (stereo not drawn)	81
CCOc1ccc(-n2cc(C(=O)Nc3cccc(C)n3)c3cc(OC)c(OC)cc3c2=O)cc1	92
COc1ccc(S(=O)(=O)Nc2cc(C(C)C)c(O)cc2C)cc1	92
O=C(c1ccco1)N1CCN(S(=O)(=O)c2ccc(S(=O)(=O)NC3CCCC3)cc2)CC1	75
CC1CCCN(CC(=O)Nc2ccc(S(=O)(=O)NC3CCCCC3)cc2)C1 (stereo not drawn)	76
COc1cc(C2NC(=O)NC(C)=C2C(=O)Nc2cccc(C)c2C)cc(OC)c1OC (stereo not drawn)	75
Cc1cc(NCCN2CCOCC2)n2nc(C)c(-c3ccccc3)c2n1	86
Cc1ccc2cc(C#N)c(SCC(=O)NCc3ccco3)nc2c1	100
CCc1nnc(NC(=O)CCC(=O)N2CCCC2)s1	75
O=c1c2[nH]c3ccccc3c2ncn1CCN1CCCCC1	82
O=C(OCCOCCN=C1NS(=O)(=O)c2ccccc21)c1ccncc1	92
COc1ccccc1C(=O)N(Cc1cccs1)C1CCS(=O)(=O)C1 (stereo not drawn)	92
C=CCc1cc(C)cc(C)c1OCCn1cncn1	109
CCS(=O)(=O)Nc1ccc(-c2nnc(SCC(=O)c3cccc(OC)c3)o2)cc1	96
COC(=O)c1[nH]c2cccc(OC)c2c1NC(=O)CCN1CCN(c2ccccc2OC)CC1	104
CCOc1cc(C(=O)N(C)Cc2cc3ccccc3[nH]c2=O)cc(OCC)c1OCC	105
COC(=O)Cn1ccc(N(C)C)c(C#N)c1=O	107
Cc1cc(C)nc(Nc2ccccc2Br)n1	108
Nc1ncnc2c1CCC2	101
Cc1cccn2c(=O)c3cc(C#N)c(=O)n(-c4c(C)n(C)n(-c5ccccc5)c4=O)c3nc12	83
CCOC(=O)c1ccccc1NC(=O)CN1C(=O)c2ccccc2S1(=O)=O	88
O=C(O)C1CC=CCC1C(=O)Nc1cc(Cl)ccc1Cl (stereo not drawn)	83
COC(=O)c1sccc1NC(=O)Cn1nnc(-c2ccc(C)cc2)n1	79
Cc1cc(Cl)ccc1NC(=O)CSc1nnc(Cc2cccs2)n1Cc1ccco1	61
CCCC1=C(C(=O)OCC)C(c2ccc(N(C)C)cc2)n2ncnc2N1 (stereo not drawn)	109
Cc1cccn2c(=O)c(C=NCc3ccccc3)c(NCCO)nc12	100
CCc1cc(C(=O)OC)c(N2C(=O)C3C4C=CC(C4)C3C2=O)s1 (stereo not drawn)	98
COc1ccccc1N(CC(=O)N1CCCCC1)S(=O)(=O)c1ccccc1	84
CCOC(=O)CC(=O)CSc1ncnc2c1cnn2-c1ccccc1	102
CC1=NCCN1S(=O)(=O)c1cc(Cl)ccc1Cl	76
COC(=O)CCC(=O)c1oc2ccccc2c1N	87
O=C(CN(C(=O)CSc1nnc(COc2ccccc2)o1)c1ccc(F)cc1)NC1CCCC1	117
Cc1ccc2oc(=O)cc(CN3CCOCC3)c2c1	92
COc1ccc(N(CC(=O)Nc2cccc(C)c2)S(=O)(=O)c2c(C)n[nH]c2C)cc1	93
O=C(c1ccco1)[C@@H]1[C@@H]2C(=O)N(c3ccccc3)C(=O)[C@@H]2C2c3ccccc3C=CN21 (stereo partly drawn)	97
CCOC(=O)C(NCc1ccccc1OC)(NC(C)=O)C(F)(F)F (stereo not drawn)	102
Cc1cc(C)n2ncc(C(=O)Nc3ccc4c(c3)OCO4)c2n1	89
O=C(CSc1nnc(-c2ccncc2)n1C1CCCCC1)Nc1ccccc1	94
CCN(CC)CCCN1C(=O)C(=O)/C(=C(/O)c2ccc3c(c2)OCCO3)C1c1ccc(C)o1 (stereo not drawn)	90
Cc1ccc(NC(=O)C2CCN(S(=O)(=O)c3cccc4nonc34)CC2)nc1	88
CC(=O)c1cc(F)c(N2CCN(C(=O)c3ccco3)CC2)cc1C	78
COc1cccc(CNC(=O)CCS(=O)(=O)c2cccc3nonc23)c1	102
Cc1ccc(C)c(S(=O)(=O)NCc2cccnc2)c1	98
CN(C)C(=O)CN(c1ccc(F)c(Cl)c1)S(C)(=O)=O	85
O=C(c1ccc(S(=O)(=O)N2CCCCC2)cc1)N1CCN(c2ccccc2)CC1	88
O=C1CC(N2CCOCC2)C(=O)N1c1ccc2c(c1)OCO2 (stereo not drawn)	80
Cc1ccc(SCCC(=O)N2CCOCC2)cc1	100
N#CC1=C2Sc3ccccc3N2CCCC1=O	99
Cc1nc2cc(NC(=O)N3c4ccccc4CC3C)ccc2n1C (stereo not drawn)	100
N#Cc1nc(-c2ccc(OCc3ccc(Cl)cc3)cc2)oc1N1CCOCC1	97
CN1C(=S)SC(N(O)C(=O)Nc2ccccc2)C1(C)C (stereo not drawn)	86
Cc1oc(C(=O)O)cc1CSc1nnc(-c2ccccc2)n1C	92
CN1CCN(CC(=O)N(Cc2c(C#N)c3ccccc3n2C)c2ccccc2)CC1	84
CCC(=O)N(Cc1ccco1)c1nc(-c2cc(OC)ccc2OC)cs1	92
CCCCCOC(=O)Cc1c(O)c2ccccc2[nH]c1=O	93
CN1C(=O)C(O)(C2COC(C)(C)CC2=O)c2cc(Br)ccc21 (stereo not drawn)	113
Cc1cc(C)nc(NC2=NCC(=O)N2c2ccc(F)c(Cl)c2)n1	94
O=C(NC(C(=O)c1ccccc1)N1CCCCC1)c1ccccc1 (stereo not drawn)	96
Cn1c(-c2ccc3c(c2)OCO3)cnc1NCc1ccccc1	55
O=c1[nH]cnc2cc(Cl)ccc12	100

Later entries
Structure	SK-BR-3 tox 24h
COc1ccccc1-c1nc(SCC(=O)O)n[nH]1	79
Cn1cc(C(=O)c2ccc(Cl)cc2)cc1-c1nc2ccccc2n1C	72
Cc1cc(OCCCC(=O)N2CCCCC2)cc(C)c1Cl	92
O=C(Cc1ccccc1)CC1(O)C(=O)Nc2ccccc21 (stereo not drawn)	90
COc1cccc(C(=O)Nc2ccc(S(=O)(=O)NCc3ccco3)cc2)c1	92
COc1ccc(-n2c(N)c(-c3nc4ccccc4n3C)sc2=S)cc1	73
Cc1[nH]c(=O)[nH]c1C(=O)CCCCC(=O)OCC(=O)Nc1ccccn1	96
CN1C(=O)N(C)C2(c3ccccc3)Nn3c(s/c(=C/c4ccco4)c3=O)=NC12c1ccccc1 (stereo not drawn)	106
COc1ccc(-c2nc(SCC(=O)N3CCOCC3)n[nH]2)cc1	84
COc1ccc(NC(=O)CCCN2C(=O)C3C4C=CC(C4)C3C2=O)c(OC)c1 (stereo not drawn)	80
Cc1cc(=O)n2[nH]c(N3C(=O)CCC3=O)nc2n1	93
C=CCOC(=O)C1=C(C)N=C2SCCC(=O)N2C1c1ccc(OC(=O)c2ccco2)cc1 (stereo not drawn)	92
O=C(CSc1ncn[nH]1)Nc1nc(-c2ccccc2)ns1	90
Cc1cccn2c(=O)c3cc(C(=O)NCc4cccnc4)c(=N)n(C)c3nc12	110
O=C(NCc1ccco1)NCC(F)(F)F	104
CCOC(=O)N1CCN(C(=O)c2ccc3c(=O)n(CCc4ccccc4)c(=S)[nH]c3c2)CC1	53
CCN1C(=O)c2cccc3c(NC(=O)c4cccc(N5C(=O)CCC5=O)c4)ccc1c23	93
CCC(=O)N1CCc2cc(Br)cc(S(=O)(=O)NCCN3CCCCC3C)c21 (stereo not drawn)	104
O=C(COc1ccc(S(=O)(=O)NCc2ccccc2)cc1Cl)N1CCOCC1	94
CCOc1ccc2cc(C#N)c(SCC(=O)N3CCC(C)CC3)nc2c1	82
COC(=O)Nc1c(C)nn(Cc2ccccc2C)c1C	88
CS(=O)(=O)N(CC(=O)NCCSc1ccccc1)c1ccc2c(c1)OCO2	94
CN(C1CCS(=O)(=O)C1)S(=O)(=O)c1ccc(C2CCCCC2)cc1 (stereo not drawn)	82
CCOc1ccc(N(CC(=O)NCc2ccccc2OC)S(C)(=O)=O)cc1	83
O=C(Nn1cnnc1)C(Sc1ccccc1)c1ccccc1 (stereo not drawn)	92
CC(C)COc1ccc(C2NC(=O)NC2=O)cc1 (stereo not drawn)	104
Cc1csc(NC(=O)c2ccoc2C)n1	100
CC(=O)Oc1cc2c(C(=O)NCCN3CCOCC3)c(C)oc2c2ccccc12	77
Cc1nc2ccccc2c(=O)n1/N=C/c1cccnc1	102
CC12CC(NC(=O)N1c1ccc(C(=O)N3CCN(c4ccccn4)CC3)cc1)c1ccccc1O2 (stereo not drawn)	88

Another view of some results above:
Cc1oc(C(=O)O)cc1CSc1nnc(-c2ccccc2)n1C
  SK-BR-3 tox 24h: 92
CN1CCN(CC(=O)N(Cc2c(C#N)c3ccccc3n2C)c2ccccc2)CC1
  SK-BR-3 tox 24h: 84

New compounds follow.
Structure	SK-BR-3 tox 24h
NC(=O)C1CCCN(S(=O)(=O)c2ccc(Br)cc2)C1 (stereo not drawn)	97
COc1cc(C(=O)OC(C)C(=O)N2CCc3ccccc3C2)ccc1OCC(=O)N1CCOCC1 (stereo not drawn)	78
CCOc1ccc(N2CC(=O)Nc3ccccc3NCC2=O)cc1	114
N#CC1=C(N)Oc2n[nH]c(-c3cccs3)c2C1c1ccoc1 (stereo not drawn)	84
CN1C(=O)c2cccc3c(S(=O)(=O)NCc4ccco4)ccc1c23	89
Cc1onc(-c2c(Cl)cccc2Cl)c1C(=O)NCc1ccco1	78
COc1cc(-c2nnc(COc3ccc4cc(Br)ccc4c3)o2)cc(OC)c1OC	79
N#CC(C(=O)NC1CCCCC1)c1nc2ccccc2nc1N1CCOCC1 (stereo not drawn)	115
Cc1ccc(C)c(NC(=O)CN(C)S(=O)(=O)c2ccccc2)c1	94
Fc1ccc2c(Cl)c(-c3nnc(-c4cccs4)o3)sc2c1	79
COc1ccc(C2(CCN)CC(C)N(C)CC2C)cc1 (stereo not drawn)	93
Cc1oc2ncnc(N)c2c1C	107
COC(=O)C1CCN(C(=O)C2CCCCC2)CC1	89
COc1ccc(C(=O)N2CCC(C(=O)Nc3cccc(C)c3)CC2)cc1OC	106
CN(C)CCCNC(=O)CC(c1ccc(F)cc1)c1ccco1 (stereo not drawn)	95
CCOc1ccc(-n2cc(C(=O)N3CCN(C)CC3)c3cc(OC)c(OC)cc3c2=O)cc1	100
O=C(NCCN1C(=O)CCC1=O)c1ccncc1	107
COc1ccc(NS(=O)(=O)c2c(C)[nH]c(=O)[nH]c2=O)c(OC)c1	82
Cn1c2ccccc2c2nnc(SCc3ccc4nonc4c3)nc21	121
N#Cc1c(N)nc(SCC(=O)NC2CCCCC2)c(C#N)c1-c1ccc(Cl)cc1	83
Cc1ccc(-c2cc(C(F)(F)F)n3ncc(C(=O)NCc4ccco4)c3n2)cc1	96
CCC(=O)Nc1c(C#N)c2nc3ccccc3nc2n1C1CCCCC1	86
Cc1ccc(NC(=O)c2cc(N3CCOCC3)nc3ccccc23)cc1	68
Nc1c(C(=O)NC2CC2)c2nc3ccccc3nc2n1-c1ccc2c(c1)OCO2	68
Cc1cc2c(cc1C)NC1(C(=O)Nc3ccccc31)C1=C(CC(C)(C)CC1=O)N2 (stereo not drawn)	94
CCOC(=O)c1ccc(COC(=O)CCc2nc3ccccc3[nH]c2=O)o1	86
CC(C)(C)NC(=O)c1cccc(NC(=O)c2ccc(NC(=O)c3ccco3)cc2)c1	80
COc1cccc(NC(=O)N2CCC(C(=O)Nc3ccc(C)cc3C)CC2)c1	95
O=C(Nc1ccc2nc(-c3ccc(Br)o3)[nH]c2c1)c1ccco1	89
COC(=O)c1ccccc1N1C(=O)C2C(C1=O)[C@H]1C=C[C@@H]2C1 (stereo partly drawn)	122
O=C(CC1(O)C(=O)N(C/C=C/c2ccccc2)c2ccccc21)c1ccccn1 (stereo not drawn)	96
COC(=O)CN(c1ccc2c(c1)OCCO2)S(=O)(=O)c1ccccc1	92
S=c1[nH]nc(-c2ccccc2)n1Cc1ccccc1	79
CCCCCCSc1nsc(NC(C)=O)n1	90
COC(=O)C1=C(C)N(C)C(C)=C(C(=O)OC)C1c1ccccc1C	93
CSc1nc2ccc(Nc3nc(N4CCOCC4)nc(N4CCOCC4)n3)cc2s1	93
O=C(NCC1CCCO1)c1ccc(C(=O)NCC2CCCO2)cc1 (stereo not drawn)	103
CCc1ccc(CNc2ccc(O)cc2)cc1	99
O=C(Nc1sc2c(c1C(=O)NCc1cccnc1)CCCC2)c1ccco1	90
Cc1ccc(C)n1-c1ccc(N2CCOCC2)nc1	98
CCCSc1nc(N)cc(=O)[nH]1	82
Nc1nonc1C(=O)NCCNCc1cc(Br)ccc1OCc1ccc(F)cc1	75
CCNc1nc(Oc2ccc(C(=O)OC)cc2)nc(SC)n1	92
CCc1nnc(NC(=O)CSc2nnc(COc3ccc(C)cc3)n2-c2ccccc2)s1	83
Cc1nnc(NC(=O)C2CCCN(S(=O)(=O)c3ccccc3C(F)(F)F)C2)s1 (stereo not drawn)	61
Cc1cc(C)n(-c2nc3ccccc3c(=O)n2OCC(=O)N(C)C)n1	113

Compound activity from PubChem BioAssay.

These rows are one share of the data (hit frequency here may not be typical).
